Source: PubChem BioAssay (Sanford-Burnham Center for Chemical Genomics)
CHOP UPR activ = apoptotic UPR (CHOP) activation; CHO-CHOP luciferase reporter, luminescence; percent of tunicamycin response over DMSO baseline; activation, % at 10 µM; 0.34% of 330,000 active; AID 449763;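 active = at 10 µM dose, activation of 40% or more, normalized to positive control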;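 also: 100% = tunicamycin at 10 µg/mL and 0% = DMSO alone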
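Test system: CHO CHOP reporter cells. Input: 500 CHO-CHOP cells per well. Medium: F12 with 10% FBS. Technique: luciferase luminescence. Measure: percent activation relative to tunicamycin control. Dosing: 10 µM compound, 0.5% DMSO. Timing: 16-18 h cell attachment, then 6 h compound exposure, 37 °C.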
tim10-1 inh = growth inhibitors of tim10-1 mutant yeast; 2.2% of 330,000 active; S. cerevisiae tim10-1 ts strain growth, BacTiter-Glo, 24 h; inhibition, % at 20 µM;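 active = inhibition of at least 40%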;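 also: mutant grown at 25 °C; 0% = DMSO wells with yeast and 100% = wells holding no yeast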
GRIN3A LBD mod = modulates the human NR3A ligand-binding domain; NR3A LBD differential scanning fluorimetry, Tm shift; 0% = protein alone, 100% = glycine-bound protein; Tm shift relative to glycine control, % at 25 µM; 2.5% of 340,000 active;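 active = melting temperature shift of at least 10% of the positive control shift, at one fixed dose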
UPR XBP1 act = adaptive UPR (XBP1) activation; CHO-XBP1 luciferase reporter, IRE1-XBP1 UPR activation, luminescence; percent of tunicamycin response, DMSO as zero; activation, % at 20 µM; 0.33% of 330,000 active; AID 463104;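 active = versus positive control, 20 µM dose yields 30% or more activation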;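 also: 100% = tunicamycin at 10 µg/mL and 0% = DMSO only wells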
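Assay system: IRE1-XBP1 luciferase reporter CHO line. Input: 1000 cells/well. Buffer or medium: F12 with 10% serum. Doses: 20 µM, 1% DMSO. Times: overnight seeding at 37 °C, 6 h compound treatment at 37 °C. Technique: Steady-Glo luciferase glow luminescence, 10 min after reagent addition.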
NLRP3 yeast inh = inhibitors of NALP3 inflammasome in yeast. Yeast reconstituted NLRP3/ASC/caspase-1, beta-gal luminescence, 24 h. inhibition, % at 10 µM. 0.39% of 330,000 active. AID 2825;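 active = inhibition of 50% or more; inactive = inhibition below 50%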;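 also: plate controls were induced DMSO wells for no effect and uninduced yeast grown without galactose for full effect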
tim23-1 inh = growth inhibitors of tim23-1 mutant yeast | S. cerevisiae tim23-1 growth, BacTiter-Glo luminescence, 24 h | inhibition, % at 20 µM | 1.3% of 330,000 active | AID 463212;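 active = growth inhibition of the mutant yeast at or above 50%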;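 also: temperature-sensitive mutant grown at 25 °C; plate controls were DMSO-treated mutant yeast for no effect and medium wells lacking yeast for full effect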
Mdm2 MdmX PPI = inhibitors of human Mdm2/MdmX interaction; O15151+Q00987; SaOS-2 split-luciferase Mdm2/MdmX complementation, luminescence; inhibition, % at 8 µM; 3% of 330,000 active; AID 485346;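 active = inhibition of at least 50% at 8 µM in the primary screen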
APJ ag = APJ receptor agonism. P35414. CHO-K1 APJ PathHunter beta-arrestin, luminescence; 0% DMSO wells, 100% apelin. activation, % at 20 µM. 0.11% of 330,000 active. AID 2520;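 active = activation more than six SD over the plate average, tested at 20 µM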;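 also: 0% = DMSO alone and 100% = apelin-13 at 10 nM; some results filed as inactive read as strong as hits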
Target sequence (P35414 whole entry, looked up): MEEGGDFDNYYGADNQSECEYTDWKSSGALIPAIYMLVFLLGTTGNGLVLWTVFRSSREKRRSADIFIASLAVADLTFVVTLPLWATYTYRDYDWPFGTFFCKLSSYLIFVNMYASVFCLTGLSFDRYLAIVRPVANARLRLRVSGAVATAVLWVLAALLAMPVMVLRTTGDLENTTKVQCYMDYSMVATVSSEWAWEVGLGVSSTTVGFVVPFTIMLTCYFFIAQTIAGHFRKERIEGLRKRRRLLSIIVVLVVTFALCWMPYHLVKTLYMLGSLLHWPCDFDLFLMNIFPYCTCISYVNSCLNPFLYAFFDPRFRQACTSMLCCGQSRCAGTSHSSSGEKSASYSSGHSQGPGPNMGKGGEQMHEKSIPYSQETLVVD
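Test system: CHO-K1 APJ beta-arrestin complementation cell line. Amount: cell density 1000 per well. Controls: DMSO negative, 10 nM Apelin-13 positive. Signal: luminescent beta-gal fragment complementation, chemiluminescent substrate. Read-out basis: agonist-driven arrestin binding to APJ. Timing: compound stimulation 90 min at 25 °C, detection 60 min.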
TIM10 inh = inhibits growth of TIM10 yeast strain | 1.4% of 330,000 active | inhibition, % at 10 µM | S. cerevisiae TIM10 strain growth, BacTiter-Glo luminescence, 24 h;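 active = inhibition of 40% or more at the single tested concentration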;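 also: wild-type TIM10 isogenic control strain grown at permissive 25 °C; 0% = DMSO yeast wells and 100% = minimal medium wells without yeast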
An asterisk follows results filed as active.

| compound | CHOP UPR activ | tim10-1 inh | GRIN3A LBD mod | UPR XBP1 act | NLRP3 yeast inh | tim23-1 inh | Mdm2 MdmX PPI | APJ ag | TIM10 inh |
| --- | --- | --- | --- | --- | --- | --- | --- | --- | --- |
| CCCC(=O)Nc1cccc(-c2nc3ccccc3c(=O)o2)c1 | 4.4 | 23 | -33 | 4 | 20 | 13 | 20 | -2 | 7 |
| NC(=O)c1cccc(-c2noc(-c3ccccc3F)n2)c1 | -8.7 | 10 | -1 | -10 | 25 | 12 | 7 | -1 | 9 |
| COc1ccc(CCNc2nc(N3CCOCC3)nc(N3CCOCC3)n2)cc1OC | -0.5 | 14 | 4 | -4 | 4 | 20 | 12 | -1 | 5 |
| CC(C)(C)c1ccc2c(c1)N(CC(=O)O)C(=O)CO2 | -1.5 | 7 | 1 | 1 | -2 | -4 | -6 | -4 | 0 |
| COc1ccc(C(=O)C2CCCN(C(=O)c3ccnn3C)C2)cc1OC (stereo not drawn) | 1.8 | 9 | -2 | 1 | -6 | 7 | 7 | -2 | 0 |
| CCN(CC)S(=O)(=O)c1ccc2c(c1)c(=O)c(C(=O)NCCN(C)CCc1ccccc1)cn2C | 1.8 | -4 | -3 | 0 | -14 | -3 | 15 | -2 | 4 |
| C/C(=N\NC(=O)c1cc(C)oc1C)c1ccc(C)c([N+](=O)[O-])c1 | 1.1 | 3 | 1 | 8 | 15 | 5 | 96* | -4 | -9 |
| O=c1[nH]nc(CNc2ccc(C(F)(F)F)cc2)c2ccccc12 | 2.3 | 26 | -1 | 0 | -6 | -10 | 4 | 3 | 19 |
| CN(CC(=O)O)S(=O)(=O)/C=C/c1ccccc1 | -1.3 | -1 | 0 | 0 | 21 | -12 | 24 | -5 | -2 |
| Cc1ccc(OCCCCN2CCc3ccccc3C2)cc1 | 0.3 | -39 | 0 | -5 | 24 | 0 | -35 | 0 | -29 |
| O=C(N/N=C/c1c(Cl)nc2ccccn2c1=O)c1cccnc1 | 5.0 | 2 | -1 | 0 | 13 | 22 | 32 | -1 | 20 |
| COc1ccc(OC)c(N(CC(=O)Nc2ccccc2C(=O)NCc2ccco2)S(C)(=O)=O)c1 | -1.5 | 20 | 13* | -2 | -7 | 18 | 11 | -5 | 7 |
| CCOCCCNc1ccc(N2C(=O)CCCC2=O)cc1[N+](=O)[O-] | 1.5 | -15 | 0 | -3 | 16 | 16 | -1 | -5 | 9 |
| CCC(C)Sc1nc2c(c(=O)[nH]c(=O)n2C)n1Cc1ccccc1Cl (stereo not drawn) | 0.6 | 14 | 0 | 8 | 8 | 31 | -23 | 0 | -6 |
| O=C(CCNC(=O)c1ccc(Cl)cc1)NCCCN1CCOCC1 | 1.3 | -6 | 0 | 0 | 13 | -19 | 7 | -2 | -3 |
| O=C(CSc1ccc2nnc(-c3ccccn3)n2n1)N1CCN(c2ccccc2)CC1 | -0.2 | 15 | -1 | 0 | 11 | 27 | 18 | -1 | 13 |
| CCOC(=O)N1CCN(C(=O)c2ccc(N(Cc3ccccc3Cl)S(C)(=O)=O)cc2)CC1 | -0.2 | -12 | 0 | -1 | 8 | 21 | -7 | -4 | 9 |
| CCOC(=O)c1cc2c3ccccc3n(CC)c2nc1N | -3.2 | 6 | -1 | 4 | 19 | 2 | 13 | -8 | -5 |
| CCC(=O)Oc1ccc2c(c1)O/C(=C\c1ccco1)C2=O | 2.5 | 24 | 1 | 9 | 8 | 35 | -12 | 0 | 19 |
| O=C(O)c1cc2cc(OCc3ccccc3)ccc2[nH]1 | 0.3 | 8 | 1 | 3 | -11 | 17 | -2 | -2 | 12 |

Rewritten with each value named: part of the list above.
Cc1ccc(OCCCCN2CCc3ccccc3C2)cc1
  CHOP UPR activ = 0.3
  tim10-1 inh = -39
  GRIN3A LBD mod = 0
  UPR XBP1 act = -5
  NLRP3 yeast inh = 24
  tim23-1 inh = 0
  Mdm2 MdmX PPI = -35
  APJ ag = 0
  TIM10 inh = -29

CCC(=O)Oc1ccc2c(c1)O/C(=C\c1ccco1)C2=O
  CHOP UPR activ = 2.5
  tim10-1 inh = 24
  GRIN3A LBD mod = 1
  UPR XBP1 act = 9
  NLRP3 yeast inh = 8
  tim23-1 inh = 35
  Mdm2 MdmX PPI = -12
  APJ ag = 0
  TIM10 inh = 19

New compounds follow
| compound | CHOP UPR activ | tim10-1 inh | GRIN3A LBD mod | UPR XBP1 act | NLRP3 yeast inh | tim23-1 inh | Mdm2 MdmX PPI | APJ ag | TIM10 inh |
| --- | --- | --- | --- | --- | --- | --- | --- | --- | --- |
| COc1ccc(S(=O)(=O)NC2CC(=O)N(c3ccc(C)c(C)c3)C2)cc1C (stereo not drawn) | -2.3 | 11 | 3 | 1 | -1 | 3 | 11 | 0 | -6 |
| COc1ccccc1CCNC(=O)c1cccc(S(=O)(=O)NCc2ccccc2)c1 | -1.3 | 1 | 0 | 0 | 17 | 5 | 18 | -8 | 7 |
| COc1ccc(OCC(=O)Nc2ccc3c(c2)OCO3)cc1 | 4.6 | -49 | -9 | 1 | 26 | -4 | -1 | 0 | 9 |
| O=C(NCCc1ccccc1)c1ccc2nc3cc(Cl)ccc3c(=O)n2c1 | 0.6 | -2 | 0 | 8 | 18 | -14 | 17 | -1 | -9 |
| C[N+](C)(C)CC(=O)N/N=C/c1c2ccccc2cc2ccccc12 | -0.4 | 5 | 0 | -4 | 4 | 3 | 12 | 3 | 1 |
| O=C(COC(=O)CCS(=O)(=O)c1ccccc1)Nc1cc(S(=O)(=O)N2CCCCC2)ccc1Cl | -1.0 | 40* | 0 | -2 | 25 | 38 | -3 | 3 | 27 |
| O=C1CC(NCCN2CCOCC2)C(=O)N1Cc1ccc(N2CCCC2=O)cc1 (stereo not drawn) | -1.2 | 2 | 1 | 0 | 31 | 7 | -3 | -2 | 8 |
| Cc1cc(C)cc(NC(=O)c2cc(C)nc3ccccc23)c1 | -1.6 | 15 | -2 | -4 | 13 | 14 | -3 | 0 | 6 |
| COc1ccc(/C=C2/SC(=S)N(NS(=O)(=O)c3ccccc3)C2=O)cc1 | 0.4 | 25 | -5 | 0 | 1 | 47 | 1 | 2 | 28 |
| COc1ccc(/C(C)=N/Nc2nncc3ccccc23)cc1 | 7.3 | 6 | -26 | -3 | 25 | 31 | -185 | -4 | 12 |
| Cc1ccc(C(=O)C(C)OC(=O)Cn2c(C)csc2=O)cc1 (stereo not drawn) | 1.3 | 14 | -1 | -1 | 6 | 9 | 19 | 0 | 10 |
| CC(C)c1cc(C(=O)N/N=C/c2cccnc2)n[nH]1 | 3.2 | -16 | -1 | -1 | -26 | -3 | 1 | -2 | -7 |
| CC(=O)c1ccc(N2CCN(C(=S)Nc3ccc(Cl)c(Cl)c3)CC2)cc1 | 0.4 | -13 | -2 | -1 | 0 | -16 | 11 | -2 | -3 |
| O=C(COc1ccc(Cl)c(Cl)c1)NN1C(=O)C2C(C1=O)C1C=CC2C12CC2 (stereo not drawn) | 1.2 | 25 | -11 | -1 | 1 | 39 | 2 | 2 | 21 |
| CCc1ccc(NS(=O)(=O)c2c(C)noc2C)cc1 | -0.9 | 11 | 2 | 2 | 24 | 12 | -4 | 10 | 10 |
| CCOC(=O)N1CCN(c2ccc(Cl)cc2)CC1 | -2.6 | 12 | -4 | -1 | 14 | 24 | 25 | -2 | 0 |
| Cc1ccc2nc(NC(=O)CSc3nc(=O)n(CCCN(C)C)c4c3CCC4)sc2c1 | 3.4 | 0 | 3 | 2 | 5 | -4 | 26 | 15 | 7 |
| CCOC(=O)/C(C#N)=C/c1ccc(OCC(=O)Nc2ccc(C)c(C)c2)c(OC)c1 | 4.6 | 19 | -1 | -2 | 11 | 12 | -18 | -1 | 9 |
| CCOC(=O)NC(=O)/C(N=Nc1cc(C)cc(C)c1)=C(\C)O | 0.7 | 13 | 1 | -1 | 3 | 14 | -3 | -2 | 2 |
| CCOC(=O)c1c(C)nc2c(c1-c1cc(OC)ccc1OC)C(=O)CC(C)(C)C2 | -0.8 | 16 | 1 | 2 | 18 | 23 | -3 | -1 | 4 |

Of the compounds above, these have fluorine.
| compound | CHOP UPR activ | tim10-1 inh | GRIN3A LBD mod | UPR XBP1 act | NLRP3 yeast inh | tim23-1 inh | Mdm2 MdmX PPI | APJ ag | TIM10 inh |
| --- | --- | --- | --- | --- | --- | --- | --- | --- | --- |
| NC(=O)c1cccc(-c2noc(-c3ccccc3F)n2)c1 | -8.7 | 10 | -1 | -10 | 25 | 12 | 7 | -1 | 9 |
| O=c1[nH]nc(CNc2ccc(C(F)(F)F)cc2)c2ccccc12 | 2.3 | 26 | -1 | 0 | -6 | -10 | 4 | 3 | 19 |

(further entries)
SMILES	CHOP UPR activ	tim10-1 inh	GRIN3A LBD mod	UPR XBP1 act	NLRP3 yeast inh	tim23-1 inh	Mdm2 MdmX PPI	APJ ag	TIM10 inh
CC(C)OC(=O)c1c(NC(=O)c2ccco2)sc2c1CCCCC2	5.6	33	-14	0	2	33	-11	-4	36
CCOc1ccc(Nc2cc(=O)[nH]c(=O)[nH]2)cc1	1.0	1	-1	-3	-1	11	20	2	-2
C/C=C/C(=O)Nc1cccc(C2=NOC3(C2)C[C@@H](C(N)=O)N(C(=O)c2cc([N+](=O)[O-])cc([N+](=O)[O-])c2C)C3)c1 (stereo partly drawn)	-1.2	6	-71	-2	12	2	10	22	10
CC(C(=O)Nc1ccccc1F)N1C(=O)c2ccccc2C1=O (stereo not drawn)	-3.0	-3	1	-5	11	5	1	-4	-8
O=C1Nc2ccccc2C1Cc1ccccc1 (stereo not drawn)	0.7	-31	-1	0	-1	-17	-1	-3	-12
CC1(C)CC(=O)C2=C(C1)NCN(CCCN1CCOCC1)C2	-1.8	21	5	3	4	-5	-27	-2	-22
COC(=O)c1sc2nc(N)c(C#N)cc2c1N	4.8	10	-14	6	16	0	-15	-1	-8
CCS(=O)(=O)n1nc(-c2ccc(OC)cc2)nc1N	0.8	10	-1	-3	15	8	-4	1	-5
Cc1[nH]c2ccc(C(=O)OC(C)C(=O)N(C)C3CCCCC3)cc2c1C (stereo not drawn)	0.6	23	-3	0	14	41	31	-6	18
Cc1ccc(-c2n[nH]c(=S)n2Cc2ccccc2)cc1	-0.6	32	2	2	20	24	13	-4	39
CC1(NC(=O)CN2CCN(c3cnn(-c4ccccc4)c(=O)c3Cl)CC2)CCS(=O)(=O)C1 (stereo not drawn)	-1.5	3	0	-2	6	14	-4	-3	1
COCCNC(=O)Cn1c(=O)n(CCC(=O)NCCc2ccccc2)c(=O)c2ccccc21	1.1	6	-2	0	5	-2	-30	-1	4
O=c1cc(-c2ccccc2Cl)oc2c(NS(=O)(=O)c3ccccc3OC(F)(F)F)ccc(O)c12	-3.3	18	-3	1	43	3	27	-4	-8
Cc1nnc(SCC(=O)N2c3ccccc3C(C)(c3ccccc3)CC2(C)C)s1 (stereo not drawn)	0.3	26	-4	-1	4	33	-22	-4	30
CC(=O)N1c2ccccc2C(CBr)=CC1(C)C	1.2	-2	-1	-2	-1	14	23	-4	-8
CN(C)c1ccc(/C=C/C(=O)c2ccc(O)cc2)cc1[N+](=O)[O-]	5.9	16	5	0	19	20	12	-3	11
Nc1c(C(=O)CSc2nc(-c3ccccc3)cs2)c(=O)[nH]c(=O)n1C1CC1	2.0	3	2	1	22	7	4	-3	-2
COc1ccc(NC(=O)CCSc2nnnn2C)cc1	1.8	-10	1	0	9	4	-5	-6	-31
